L3MBTL1 inh = L3MBTL1 (human) inhibition; actives 0.66% (n = 230,000); AID 485360; Q9Y468; AlphaScreen L3MBTL1–H3K9me1 peptide binding; Potency, µM (highest dose often 57.1 µM), inactives show top-dose activity, negative = inhibition, usual class: inhibitors; note: nearly all actives have a fitted effect of over 60% in size
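L3MBTL1 (50 nM) pre-complexed 30 min with biotinylated H3(1-15)K9me1 peptide (75 nM), then compounds added for 30 min at room temperature; AlphaScreen streptavidin donor/nickel chelate acceptor beads (10 ug/mL final) read after 30 min dark incubation.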
Tau fibril FP = blocks human tau fibril formation measured by polarization; Potency, µM (top dose mostly 57.7 µM), without a hit: top-dose activity, negative = inhibition, usual class: inhibitors; AID 1468; K18 P301L tau heparin fibrillization, Alexa594 FP, 6 h; actives 0.39% (n = 280,000); note: nearly all actives have a fitted effect of over 55% in size
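Read-out: fluorescence polarization of Alexa 594-labeled tau (0.24 uM), 555 nm excitation, 632 nm emission. Mixtures held 15 uM unlabeled K18 P301L, compound and 20 uM heparin, pH 7 acetate buffer, incubated 6 hr at 37 C.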
GoLoco inh red = RGS12 GoLoco-Gai1 interaction inhibition. Potency, µM (series often up to 61.6 µM), for inactives: at the highest dose activity, negative = inhibition, hits mostly inhibitors. P63096. AID 880. actives 0.44% (n = 230,000). Gai1:RGS12 GoLoco peptide FP, rhodamine, 10 min; active = well fitted inhibition curve with a large enough effect, not every such curve was filed as active; inactive = no such curve, though single readings can be large or run the other way; note: nearly all actives have a fitted effect of over 30% in size; many of its hits are not listed in these tables
Target sequence (P63096 whole entry, looked up): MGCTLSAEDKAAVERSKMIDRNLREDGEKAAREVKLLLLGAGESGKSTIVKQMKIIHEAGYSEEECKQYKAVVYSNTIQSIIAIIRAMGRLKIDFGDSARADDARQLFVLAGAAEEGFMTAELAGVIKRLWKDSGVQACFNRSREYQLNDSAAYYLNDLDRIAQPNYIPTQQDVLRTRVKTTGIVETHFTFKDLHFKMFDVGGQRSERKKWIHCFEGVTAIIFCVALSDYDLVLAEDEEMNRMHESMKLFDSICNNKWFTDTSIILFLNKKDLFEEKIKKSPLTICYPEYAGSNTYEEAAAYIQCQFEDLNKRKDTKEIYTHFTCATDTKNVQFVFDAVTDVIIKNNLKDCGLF
JMJD2E inh = blocks human JMJD2E demethylase activity. Potency, µM (doses to about 57.1 µM), for the others: top-dose activity change, negative = inhibition, hits mostly inhibitors. actives 1.6% (n = 230,000). B2RXH2. JMJD2E catalytic domain, FDH-coupled NADH fluorescence (FDH is formaldehyde dehydrogenase); active = well fitted inhibition curve with a large enough effect, not every such curve was filed as active; inconclusive = small, poorly fitted or top-dose-only effect, or another doubt; inactive = no such curve, though single readings can be large or run the other way;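 note: 0% = wells with enzyme and -100% = buffer wells without enzyme; nearly all actives have a fitted effect of over 50% in size; many of its hits are not listed in these tables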
TexasRed fluor = counter-screen for TRb-SRC2 inhibitors: fluorescence interference | TRb/SRC2 Texas Red total fluorescence interference | Potency, µM (series often up to 106 µM), for inactives: top-dose fluorescence change, negative = quenching | actives 0.29% (n = 280,000); active = well fitted curve in either direction with a large enough effect; inconclusive = small, poorly fitted or top-dose-only effect
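Human TRb ligand-binding domain at 0.6 uM with 20 nM Texas Red SRC2 peptide in Tris buffer containing 1 uM T3 and 5% DMSO, incubated with compound 5 h at ambient temperature. Total fluorescence (555/632 nm) calculated as parallel + 2 × perpendicular.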
TRb-SRC2 inh = TRbeta-SRC2 interaction inhibition. actives 0.065% (n = 280,000). Potency, µM (series often up to 106 µM), for inactives: top-dose activity change, negative = inhibition, hits mostly inhibitors. TRbeta-SRC2 peptide binding, fluorescence polarization; receptor liganded with 1 µM T3. AID 1469;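 note: plate controls were bound peptide for no effect and peptide without receptor for full effect; nearly all actives have a fitted effect of over 50% in size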
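Fluorescence polarization of 20 nM Texas Red SRC2 peptide with 0.6 uM human TRb ligand-binding domain, in Tris buffer with 1uM T3 and 5% DMSO. Incubated 5 hr ambient; normalized to unbound and bound controls.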
RECQ1 inh = RECQ1 (human) helicase inhibition. RECQ1 DNA unwinding, red fluorescence kinetic read. Potency, µM (series often up to 57.3 µM), inactives show at the top dose activity, negative = inhibition, actives largely listed as inhibitors. actives 0.54% (n = 240,000). AID 2549;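 note: plate controls were vehicle for no effect and no enzyme for full effect; nearly all actives have a fitted effect of over 30% in size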
Target sequence (P46063 whole entry, looked up): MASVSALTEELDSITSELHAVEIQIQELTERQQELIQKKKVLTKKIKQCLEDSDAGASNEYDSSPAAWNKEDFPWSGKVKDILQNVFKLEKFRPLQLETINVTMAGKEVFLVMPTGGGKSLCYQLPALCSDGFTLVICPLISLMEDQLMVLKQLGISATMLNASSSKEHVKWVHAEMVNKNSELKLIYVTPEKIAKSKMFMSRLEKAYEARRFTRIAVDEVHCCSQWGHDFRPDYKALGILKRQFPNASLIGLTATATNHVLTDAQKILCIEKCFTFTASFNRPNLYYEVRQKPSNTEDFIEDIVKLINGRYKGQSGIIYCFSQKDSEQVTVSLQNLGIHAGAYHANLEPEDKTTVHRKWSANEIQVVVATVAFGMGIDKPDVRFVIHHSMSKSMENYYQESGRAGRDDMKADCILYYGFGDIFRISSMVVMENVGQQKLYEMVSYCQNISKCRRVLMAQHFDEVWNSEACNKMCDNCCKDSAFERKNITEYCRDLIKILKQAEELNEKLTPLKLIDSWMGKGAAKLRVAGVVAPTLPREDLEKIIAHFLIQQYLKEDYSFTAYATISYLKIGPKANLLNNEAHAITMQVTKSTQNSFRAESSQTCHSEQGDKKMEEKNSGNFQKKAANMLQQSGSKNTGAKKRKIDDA
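RECQ1T1 50 nM; forked duplex (20 bp + 30-nt ss tails) 200 nM, ATP 2 mM final; pH 8.0, 2 mM MgCl2, 2.5 ug/ml poly(dI-dC); 15 min compound preincubation; discontinuous kinetic read over 2 h at RT.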
Tau ThT inhib = tau fibrillization inhibition (ThT binding). P10636. recombinant tau K18 P301L (four-repeat tau fragment), heparin-induced fibrillization, ThT fluorescence. Potency, µM (highest dose often 57.4 µM), inactives show at the highest dose activity, negative = inhibition, most hits filed as inhibitors. actives 2.1% (n = 270,000); note: nearly all actives have a fitted effect of over 55% in size
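In this qHTS, human K18 P301L tau is incubated with compound and heparin for 6 hr at 37 C, and Thioflavin T fluorescence then reports fibril load.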
* = called active by the depositor; i = inactive; ? = inconclusive; . = not tested or not shown; & = joins results of further samples; [ ] = dose if it differs, or a comment. Unless noted, calls come from the whole dose curve; as a rule, active = well fitted curve in the direction sought with a large enough effect; inconclusive = small, poorly fitted or top-dose-only effect, or another doubt; inactive = no such curve, though single readings can be large; an effect the other way counts as inactive or inconclusive. Unless noted, % is set by controls: 0 for no effect and ±100 for the full control effect; potency is the fitted concentration of half-maximal effect.

SMILES | L3MBTL1 inh | Tau fibril FP | GoLoco inh red | JMJD2E inh | TexasRed fluor | TRb-SRC2 inh | RECQ1 inh | Tau ThT inhib
Cc1cccc(CSc2nnc(Cn3c(=O)sc4ccccc43)n2C)c1 | 9% | 5% | 8% | 6% | -3% | -8% | i | -12%
CCOc1ccc2nc(NC(=O)CCC(=O)c3cccs3)sc2c1 | . | 5% | 5% | 9% | -5% | 3% | -3% | -14%
CCC(C)n1c(C)nc2c(c1=O)c1nc3ccccc3nc1n2-c1ccc2c(c1)OCCO2 (stereo unspecified) | 8% | 1% | 7% | -25% | -3% | 5% | -3% | -9%
Cc1cccc(NS(=O)(=O)c2ccc3[nH]c(=O)[nH]c3c2)c1C | . | 1% | . | . | 1% | 1% | . | -18%
C=C(C)c1cccc(C(C)(C)NC(=O)Nc2cc(C)ccn2)c1 | -3% | 0% | 10% | 2% | 2% | -6% | i | -10%
O=C(CSC(=S)N1CCCCC1)Nc1nc(-c2ccccc2)c(-c2ccccc2)o1 | 1% | 1% | 5% | 2% | -2% | -1% | -7% | -10%
COc1cccc(NC(=O)Cn2cc(C(=O)C3CCCCC3)c3ccccc32)c1 | . | ? | . | . | 4% | 11% | . | 2%
O=C(O)CCCC(=O)N1CCc2cc(S(=O)(=O)N3CCc4ccccc43)ccc21 | . | 2% | 5% | -5% | -3% | -12% | -2% | -7%
Cc1noc(/C=C/N(C)C)c1S(=O)(=O)N1CCCC(C(=O)NCc2ccccc2Cl)C1 (stereo unspecified) | -3% | 2% | -1% | -7% | 2% | 4% | -11% | ?
COc1ccccc1CNC(=O)c1ccc2c(c1)nnn2C1CCCC1 | . | -2% | . | . | 1% | 1% | . | -6%
COC(=O)c1c(NC(=O)c2ccc(S(=O)(=O)N3CCCCC3)cc2)sc2c1CCN(C)C2 | . | 1% | . | . | 1% | -2% | . | -7%
Cc1cc(N2CCCc3ccccc32)n2ncnc2n1 | -4% | -4% | 8% | -4% | 0% | -8% | -9% | -2%
NC1=NC(=O)/C(=C/c2ccsc2)S1 | 8% | 7% | -3% | -1% | -1% | 1% | 1% | -8%
O=C(CC(=O)c1ccccc1O)c1cccc(F)c1 | 0% | 4% | 14% | ? | 2% | -1% | -7% | -23%
CCCCC1=CC2=CC(=O)C(C)(OC(=O)c3cnc4ccccc4n3)C(=O)C2=CO1 (stereo unspecified) | . | -5%&8% | 1%&39% | -2%&-21% | ? | ? | -1%&-19% | ?
COC(=O)c1ccc(C2C(C(=O)Nc3ccccc3C)=C(C)Nc3ncnn32)cc1 (stereo unspecified) | 2% | 3% | 0% | 7% | 0% | 5% | -8% | 3%
Cn1c(/C(C#N)=C/C2CC=CCC2)nc2ccccc21 (stereo unspecified) | -6% | 3% | 11% | -28% | -1% | -1% | 0% | -13%
Cn1cnnc1Sc1ccc(S(C)(=O)=O)cc1[N+](=O)[O-] | 21% | 3% | 3% | 6% | 0% | 5% | -1% | -10%
Cc1ccccc1C(=O)Nc1cccc(OCc2cc(=O)n3cccc(C)c3n2)c1 | . | 8% | . | . | -3% | -3% | . | -10%
COc1ccc(NC(=O)CCc2c(C)nc3c(c2C)c(=O)n(C)c(=O)n3C)c(OC)c1 | . | -4% | . | . | -3% | -6% | . | -17%
COc1cc(C(=O)NNC(=O)NC2CCCCC2)cc(OC)c1OC | 11% | -3% | 0% | 1% | 0% | 3% | 1% | -9%
CCc1c(C)sc(NC(=O)C2c3ccccc3Oc3ccccc32)c1C(=O)OC(C)C | . | -15% | . | . | -2% | 4% | . | -17%
Cc1cccn2c(=O)c3cc(C#N)c(=O)n(-c4nnc(SCc5ccc(Cl)cc5)s4)c3nc12 | . | -12% | . | . | -2% | 6% | . | ?
Cc1sc2nc(CN3CCCCC3)nc(Cl)c2c1C | -1% | 0% | -8% | -4% | 1% | 11% | -1% | 4%
Cc1cccc(-c2nc(SCCCOc3ccccc3Cl)n3[nH]c(=O)cc3n2)c1 | . | ? | . | . | -1% | -2% | . | ?

Following part:
SMILES | L3MBTL1 inh | Tau fibril FP | GoLoco inh red | JMJD2E inh | TexasRed fluor | TRb-SRC2 inh | RECQ1 inh | Tau ThT inhib
CC1CCc2c(sc(N)c2C(=O)OC(C)C)C1 (stereo unspecified) | . | -5% | 11% | -6% | -1% | -19% | -8% | ?
O=C(CCCCn1c(=O)c2ccccc2n(CC(=O)Nc2ccccc2)c1=O)NCc1ccccc1Cl | . | -15% | . | . | -12% | 1% | . | ?
CCc1ccc(Nc2ncc3c(n2)CC(c2ccco2)CC3=O)cc1 (stereo unspecified) | . | -5% | -24% | -6% | -8% | -7% | -14% | -1%
O=[N+]([O-])c1ccc(C(O)C(CO)NC(=S)Nc2ccccc2)cc1 (stereo unspecified) | 10% | -2% | -1% | -4% | -3% | 7% | -12% | -14%
CC(C)(C)c1ccc(C(=O)N2CCN(Cc3cc(=O)n4nc(-c5ccccc5F)sc4n3)CC2)cc1 | . | -4% | . | . | 0% | -8% | . | ?
Cc1cc(C(=O)NC(=S)Nc2cccc(C(=O)O)c2C)ccc1[N+](=O)[O-] | . | -4% | 6% | -10% | -1% | 1% | -10% | -1%
CCOC(=O)C(O)(CC(=O)c1ccc(Cl)cc1)C(=O)OCC | 25% | 1% | 4% | 4% | -4% | -2% | -13% | -1%
CC1CCN(c2nc3c(c(=O)n(C)c(=O)n3C)n2CCSc2nc3ccccc3s2)CC1 | -1% | 6% | -2% | 1% | 0% | -5% | -15% | -6%
Cc1cc(C)c(NC(=O)CO/N=C2\CCCc3nonc32)c(C)c1 | 3% | -2% | -1% | -2% | 1% | -5% | -7% | -7%
Cc1ccc(NC(=O)CN2C(=O)N/C(=C/c3ccco3)C2=O)cc1 | -88% | ? | 17% | 16µM* | 50µM*[quencher] | 11% | 4µM* | ?
COc1ccc(N2CCN(C(=O)c3sc4nc(-c5ccc(F)cc5)cn4c3C)CC2)cc1 | -1% | -3% | -10% | 4% | -7% | -1% | -11% | -3%
O=C(/C=C/c1ccc(Br)cc1)Nc1ccc(S(=O)(=O)Nc2ncccn2)cc1 | 2% | -11% | 6% | ? | 1% | -9% | i | 9%
Cc1nnc(SCC(=O)N2c3ccccc3C(C)(c3ccc(Cl)cc3)CC2(C)C)s1 (stereo unspecified) | -1% | 0% | -2% | -5% | -1% | 0% | -6% | -18%
CC(C)c1nnc(N2C(=O)c3oc4ccccc4c(=O)c3C2c2cccc(O)c2)s1 (stereo unspecified) | . | -11% | . | . | 2% | 2% | . | -15%
CCc1ccc(C2=NN(CCC(=O)NCCc3ccc(OC)c(OC)c3)C(=O)CC2)cc1 | . | -12% | . | . | 3% | -2% | . | -11%
COc1ccc(Nc2nc(N)c([N+](=O)[O-])c(NCCO)n2)cc1 | . | 2%[11.6 µM] | 10% | -16% | -11% | 0% | -10% | .
Brc1ccc(/C=N/Nc2ccccc2)cc1 | -4% | 11% | -2% | -13% | -2% | -6% | -2% | ?
CC(=O)Nc1ccc(NC(=O)CSc2ncnn2-c2ccccc2)cc1 | -2% | 2% | 2% | 2% | -1% | 11% | -4% | -12%
Cc1cc(-c2ccccc2)c(C#N)c(SCC(N)=O)n1 | -8% | 6% | -14% | 3% | 0% | -6% | 9% | 3%
O=S(=O)(Nc1ccc2c(c1)OCCO2)c1cccc2cccnc12 | -6% | -7% | 8% | 24% | -1% | -2% | -12% | -10%
CCOC(=O)N1CCN(C(=O)C2CC(=O)N(Cc3ccc(OC)cc3)C2)CC1 (stereo unspecified) | 38%[activator] | 4% | -14% | 0% | -1% | 13% | 4% | 3%
Cc1nc2c(C(=O)O)cnn2c(C)c1Cc1ccccc1F | 7% | -6% | 9% | ? | -3% | -6% | i | 2%
Cc1cc(-c2nnc(-c3cccc(C(F)(F)F)c3)o2)no1 | 6% | -4% | 1% | 3% | -1% | -3% | -4% | -5%
C/C(=N\NC(=O)c1cccnc1)c1cccc([N+](=O)[O-])c1 | . | -4% | -3% | 4% | -3% | -3% | -3% | -14%
O=C(Nc1cccc(Cl)c1)c1cc([N+](=O)[O-])ccc1N1CCN(CCO)CC1 | -9% | -2% | -4% | 8% | 1% | -4% | i | -8%

Next part:
SMILES | L3MBTL1 inh | Tau fibril FP | GoLoco inh red | JMJD2E inh | TexasRed fluor | TRb-SRC2 inh | RECQ1 inh | Tau ThT inhib
Cc1nc2ccn(Cc3cccs3)c(=O)c2cc1C(=O)N1CCN(c2ccccc2F)CC1 | . | 4% | . | . | 0% | 5% | . | -6%
CCOc1ccc(N2CC(O)Cn3c2nc2c3c(=O)n(CCCc3ccccc3)c(=O)n2C)cc1 (stereo unspecified) | . | ? | 4% | ? | -6% | 1% | -16% | -23%
O=C(Cc1ccccc1)Nc1ccc(NC(=O)c2cccs2)c(Cl)c1 | 6% | -3% | 20% | ? | -1% | 6% | -2% | -6%
CCOC(=O)c1sc2cccc(Cl)c2c1N | 63%[activator] | -2% | 0% | ? | -4% | -7% | i | -7%
Cc1nnc(NC(=O)CSc2nccn2-c2ccc(F)cc2)s1 | . | 7% | 3% | 7% | -1% | 7% | 7% | 3%
CCn1c2ccccc2c2cc(NC(=O)CSc3nnnn3-c3ccccc3)ccc21 | . | 13% | 6% | 69%[activator] | 1% | 2% | 18% | -10%
CC1=CC2=NC(=O)/C(=C\c3cn(C)c4ccccc34)C(=N)N2O1 | . | -2% | 16% | 34%[activator] | -2% | 5% | i | 1%
CC(=O)N1c2ccc(S(=O)(=O)N3CCC(C(=O)Nc4cccc(Cl)c4C)CC3)cc2CC1C (stereo unspecified) | . | 3% | . | . | -1% | -11% | . | -4%

Structures from the list above that have a cyano group:
SMILES | L3MBTL1 inh | Tau fibril FP | GoLoco inh red | JMJD2E inh | TexasRed fluor | TRb-SRC2 inh | RECQ1 inh | Tau ThT inhib
Cn1c(/C(C#N)=C/C2CC=CCC2)nc2ccccc21 (stereo unspecified) | -6% | 3% | 11% | -28% | -1% | -1% | 0% | -13%
Cc1cccn2c(=O)c3cc(C#N)c(=O)n(-c4nnc(SCc5ccc(Cl)cc5)s4)c3nc12 | . | -12% | . | . | -2% | 6% | . | ?
Cc1cc(-c2ccccc2)c(C#N)c(SCC(N)=O)n1 | -8% | 6% | -14% | 3% | 0% | -6% | 9% | 3%

These rows are one share of the data (hit frequency here may not be typical).
